# EPAC2 ag: qHTS for Agonist of cAMP-regulated guanine nucleotide exchange factor 4 (EPAC2): primary screen; Rap guanine nucleotide exchange factor 4 (Homo sapiens), Q8WZA2; EPAC2 activation, biochemical qHTS; response scale: 100% = 6.5 mM cAMP response; Potency, µM (highest dose often 154 µM), for the others: at the highest dose activation, most hits filed as activators; hit rate 0.079% among 360,000; further: potency means the concentration at half of the fitted maximal effect; nearly all actives have a fitted effect of over 50% in size
# Target sequence (Q8WZA2 whole entry, looked up): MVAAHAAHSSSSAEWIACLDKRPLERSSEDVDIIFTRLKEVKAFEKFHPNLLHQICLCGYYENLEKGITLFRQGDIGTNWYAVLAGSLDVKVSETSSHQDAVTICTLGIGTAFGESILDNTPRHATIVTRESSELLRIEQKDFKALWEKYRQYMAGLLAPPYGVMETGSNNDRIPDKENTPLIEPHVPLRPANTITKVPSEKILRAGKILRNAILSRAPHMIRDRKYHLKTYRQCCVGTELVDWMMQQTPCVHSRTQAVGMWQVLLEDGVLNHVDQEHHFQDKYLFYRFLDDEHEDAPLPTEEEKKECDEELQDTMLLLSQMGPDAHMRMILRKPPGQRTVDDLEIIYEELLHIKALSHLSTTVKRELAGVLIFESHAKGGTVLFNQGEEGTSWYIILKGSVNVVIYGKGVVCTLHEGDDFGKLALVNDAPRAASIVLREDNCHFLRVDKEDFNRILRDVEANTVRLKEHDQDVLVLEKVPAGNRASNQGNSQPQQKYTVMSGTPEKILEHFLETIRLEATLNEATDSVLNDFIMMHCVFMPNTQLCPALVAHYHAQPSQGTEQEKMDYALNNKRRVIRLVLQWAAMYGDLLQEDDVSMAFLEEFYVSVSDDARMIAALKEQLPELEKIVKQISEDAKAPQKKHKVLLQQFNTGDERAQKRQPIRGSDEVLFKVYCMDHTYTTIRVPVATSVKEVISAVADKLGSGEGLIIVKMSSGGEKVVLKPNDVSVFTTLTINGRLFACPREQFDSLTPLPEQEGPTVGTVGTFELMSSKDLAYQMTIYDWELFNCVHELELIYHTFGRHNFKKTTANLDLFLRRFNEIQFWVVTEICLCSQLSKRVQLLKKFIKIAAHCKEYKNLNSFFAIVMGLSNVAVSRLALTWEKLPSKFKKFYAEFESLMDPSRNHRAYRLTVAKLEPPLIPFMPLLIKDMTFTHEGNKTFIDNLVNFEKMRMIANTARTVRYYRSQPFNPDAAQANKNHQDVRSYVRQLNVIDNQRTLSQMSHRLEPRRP
#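 Fluorescence exchange assay: 100 nM EPAC2 with 250 nM RAP1B-BODIPY-GDP and 50 uM GDP; compounds tested as a concentration-titration series (qHTS). Loss of Rap1-bound BODIPY-GDP fluorescence read at 480/540 nm; data normalized to 6.5 mM cAMP.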
# Nrf2 block: Nrf2 qHTS screen for inhibitors. A549 ARE-Fluc reporter, luciferase luminescence, 18-24 h. Potency, µM (doses to about 46 µM), for inactives: at the top dose activity change, negative = inhibition, most hits filed as inhibitors. hit rate 2.1% among 360,000. AID 504444, 2011; further: potency means the concentration at half of the fitted maximal effect; on the % scale 0 is the no-effect control and ±100 the full control effect; nearly all actives have a fitted effect of over 60% in size
#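 Quantitative HTS in A549 cells stably bearing an antioxidant response element-firefly luciferase construct. Inhibition of Nrf2-driven transcription was scored by luminescence after 18-24 h of compound exposure at 37 °C.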
# Nrf2 ARE act: qHTS of Nrf2 Activators; hit rate 0.31% among 410,000; AREc32 ARE-luciferase reporter (MCF7-derived line), luminescence, 24 h; AID 624171, 2012; Potency, µM (titrated, usually from 46.1 µM), without a hit: at the top dose activation, most hits filed as activators; further: potency means the concentration at half of the fitted maximal effect; % of control where 0% means no effect; nearly all actives have a fitted effect of over 65% in size
#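 Luminescent ARE reporter assay in AREc32_Fluc cells: overnight plating at 37 deg C, 24 hr compound incubation, Steady-Glo added, 30 min RT before reading.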
# EPAC2 antagonist: qHTS for Antagonist of cAMP-regulated guanine nucleotide exchange factor 2 (EPAC2): primary screen. EPAC2 GEF exchange of Rap1B-BODIPY-GDP, fluorescence. Potency, µM (highest dose often 114 µM), inactives show at the top dose activity, negative = inhibition, actives largely listed as inhibitors. AID 720708, 2013. Rap guanine nucleotide exchange factor 4 (Homo sapiens), Q8WZA2. hit rate 0.18% among 360,000; further: potency means the concentration at half of the fitted maximal effect; on the % scale 0 is the no-effect control and ±100 the full control effect; nearly all actives have a fitted effect of over 45% in size; many of its hits are not listed in these tables
# TGFb inhibitor: qHTS for Inhibitors of TGF-b; Potency, µM (titrated, usually from 46.1 µM), for inactives: at the top dose activity, negative = inhibition, hits mostly inhibitors; AID 588855, 2011; HepG2 CAGA-GFP TGF-b/SMAD3 reporter, GFP fluorescence, 18 h; TGF-beta stimulated, 500 pg/mL final; hit rate 1.2% among 410,000; further: potency means the concentration at half of the fitted maximal effect; on the % scale 0 is the no-effect control and ±100 the full control effect; nearly all actives have a fitted effect of over 65% in size
#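 TGF-beta reporter screen: HEPG2 CAGA-GFP, 1% FBS, 500 pg/mL TGF-beta final, 18 h; per-cell GFP summed per well; curves fitted and categorized by class.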
# A549 tox: Nrf2 qHTS screen for inhibitors: counterscreen for cytotoxicity. hit rate 0.16% among 390,000. Potency, µM (highest dose often 46 µM), inactives show at the highest dose activity change, negative = cytotoxicity, hits mostly inhibitors. A549 ARE-Fluc cells, CellTiter-Fluor viability, 18-24 h. AID 504648, 2011; further: potency means the concentration at half of the fitted maximal effect; on the % scale 0 is the no-effect control and ±100 the full control effect
#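 A549 ARE-Fluc cells in 5% FBS OPTI-MEM, 5000 cells/well, rested 2 h then exposed to compounds in concentration-response for 18-24 h at 37 °C. Viability by CellTiter-Fluor fluorescence (Ex 405/Em 525) after 30 min; luciferase luminescence (BugLite, 15 min, RT) read afterwards.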
# pAkt inh: HTS Assay for Inhibitors of Akt Phophorylation: Primary Screen; hit rate 0.32% among 360,000; activity change, % for hits at 50 µM; Neuro2A IGF-stimulated pAkt S473 HTRF, 20 min; stronger effect = lower value; in the data active means activity change below about -80%; inconclusive means mostly about -51% to -80%; further: on the % scale 0 is the no-effect control and ±100 the full control effect
#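 Neuro2A cells in DMEM with 0.5% FBS, overnight at 37 deg C, given compound at single 50 µM final, then IGF (6 nM final) for 20 min at 37 deg C. Lysed; phospho-Akt Ser473 by HTRF after 24 h, 665/615 ratio.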
# CCT chaperon mod: High-Throughput Screening for Modulators of Cytosolic Chaperonin Activity; purified chaperonin ATPase assay, HTRF ADP detection, 30 min; activity change, % (no concentration beside the values), hits read low; hit rate 0.3% among 360,000; in the data active means activity change below about -30%; further: on the % scale 0 is the no-effect control and ±100 the full control effect
#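 First, chaperonin was dispensed at 40 nM or 20 nM final depending on batch activity. Next, compounds were pinned at 76 uM and ATP added at 10 uM. After 30 min at 37 °C, ADP detection reagents ran 30 min at ambient temperature.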
# Mm-Cpn inhibitor: Inhibitors of TCP-1 ring complex (TRiC) of Methanococcus maripaludis (MmCpn): qHTS | Chaperonin Mm-Cpn (Methanococcus maripaludis) | purified Mm-Cpn ATPase, ADP Transcreener TR-FRET | Potency, µM (top dose mostly 76.9 µM), for inactives: at the highest dose activity, negative = inhibition, most hits filed as inhibitors | hit rate 0.031% among 330,000; further: potency means the concentration at half of the fitted maximal effect; on the % scale 0 is the no-effect control and ±100 the full control effect; nearly all actives have a fitted effect of over 80% in size
#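 Inhibition of chaperonin ATP hydrolysis is measured as reduced ADP production, detected by competitive TR-FRET in which signal falls with ADP. Final enzyme 25 nM and ATP 10 uM, reacted 30 min at 37°C.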
# * = called active by the depositor; i = inactive; ? = inconclusive; nt = no result given; [ ] = another dose, or the depositor's remark. Unless noted, the call rests on the fitted dose curve; in most records, active means well fitted curve in the direction sought with a large enough effect; inconclusive means small, poorly fitted or top-dose-only effect, or another doubt; inactive means no such curve, though single readings can be large; an effect the other way counts as inactive or inconclusive. A portion of the library. The share of hits here may be higher or lower than overall.
SMILES,EPAC2 ag,Nrf2 block,Nrf2 ARE act,EPAC2 antagonist,TGFb inhibitor,A549 tox,pAkt inh,CCT chaperon mod,Mm-Cpn inhibitor
Cc1noc(NC(=O)c2ccccc2C(F)(F)F)c1C#N,0%,2%,0.3%,0%,13%,-2%,i,-1.8,1%
CCCNC(=O)C(Cc1ccc(F)cc1)NC(=O)c1ccc(C#N)cc1 (configuration not stated),1%,-16%,0.3%,6%,12%,-2%,i,-2.0,2%
COc1ccc(NC(=O)N(C)C[C@@H]2Oc3ncc(Br)cc3C(=O)N([C@@H](C)CO)C[C@@H]2C)cc1,2%,nt,1.1%,-7%,12%,nt,i,0.4,nt
CCCCOP(=O)(OCCCC)C(O)c1ccc(F)cc1 (configuration not stated),-12%,-10%,0.1%,-2%,6%,-2%,i,1.5,1%
N#CC(C#N)=C1SC(=Nc2ccccc2)C(=Nc2ccccc2)N1c1ccccc1,11%,-25%,3.8%,-13%,-3%,-17%,i,-2.2,nt
COc1ccc(NC(=O)c2cc3c(COC(C)=O)cnc(C)c3oc2=Nc2cccc(C(=O)O)c2)c(OC)c1,3%,-1%,-0.7%,9%,-12%,-4%,i,-0.1,-3%
COc1ccccc1N1CCN(c2ccc([N+](=O)[O-])cn2)CC1,7%,?,0.9%,8%,3%,-15%,i,-12,1%
O=C1C2ON(c3ccccc3)C(c3ccncc3)C2C(=O)N1c1ccc(Br)cc1 (configuration not stated),-12%,-20%,-0.3%,1%,-18%,-1%,i,-0.7,-2%
O=S1(=O)CCN2C=C(Br)C=C(Br)C2=N1,2%,nt,-0.9%,11%,45%[activator],14%,i,-0.8,0%
CCCc1cc(=O)[nH]c(SCC(=O)Nc2ccc(Cl)c(S(=O)(=O)N3CCOCC3)c2)n1,10%,2%,0.4%,-3%,5%,-1%,i,0.9,-2%
COc1cccc(NC(=O)c2cc3ccccc3cc2OC)c1,15%,?,?,6%,-19%,0%,i,0.7,-15%
CC(C)CC(COCc1cccc(Cl)c1)N1CCN(C(=O)c2cccc(C(F)(F)F)c2)CCC1=O (configuration not stated),3%,-10%,3.6%,-19%,?,-15%,i,-0.2,1%
O=S(=O)(NC1CCCCC1N1CCN(c2cccc(Cl)c2)CC1)c1ccccc1 (configuration not stated),5%,-2%,-0.7%,-13%,-4%,0%,i,0.4,-1%
CC(=O)Nc1ccc(S(=O)(=O)NCCC(=O)OCC(=O)NC(C)c2ccc(Cl)cc2)cc1 (configuration not stated),12%,3%,-0.6%,-8%,13%,2%,i,2.4,nt
COc1cc2c(cc1OC)C(c1ccncc1)CC(=O)N2 (configuration not stated),6%,10%,0.7%,-7%,-9%,6%,i,-0.2,4%
O=C(CN1CCCCCC1)N1c2ccccc2Sc2ccccc21,3%,12%,-0.3%,-1%,?,-4%,i,-1.1,4%
O=S(=O)(/C=C/c1ccccc1)N1CCN(c2ccc(F)cc2)CC1,-1%,-7%,-0.7%,9%,0%,-1%,i,0.6,-2%
FC(F)(F)c1nc2cc3nc4ccccc4[nH]c3cc2n1,0%,?,8.2%,2%,-26%,?,i,0.4,?
COc1ccc(C2=CC(=O)C[C@H](c3ccc(Cl)cc3)C2)cc1,8%,15%,6.9%,-24%,?,18%,i,-2.2,-3%
Cc1nc(SC(C(=O)c2ccccc2)c2ccccc2)nc2ccccc12 (configuration not stated),-5%,-4%,0.1%[9.22 µM],-1%,?,10%,i,0.0,-19%
CCN1CCN(CCC(=O)Nc2cc(OC)ccc2OC)CC1,-1%,-6%,0.4%,1%,4%,1%,i,3.2,-1%
COC(=O)c1cc(NS(=O)(=O)c2ccc(OC)c(OC)c2)ccc1Cl,2%,-13%,0.1%,4%,-2%,3%,i,-0.4,-1%
COc1ccc(CC(=O)N/N=C(\C)c2cccnc2)cc1,8%,4%,0.1%,13%,21%,1%,i,-1.9,-8%
O=C(NCCCn1ccnc1)/C(=C\c1cccnc1)NC(=O)c1ccccc1F,8%,6%,0.0%,-4%,-19%,2%,i,-0.6,3%
CC(C)n1c(NCc2ccc(N(C)C)cc2)nc2ccccc21,3%,nt,0.4%,3%,-9%,-3%,i,-2.5,3%

# Rewritten with bars between the fields: 2 of the compounds above.
canonical_smiles | EPAC2 ag | Nrf2 block | Nrf2 ARE act | EPAC2 antagonist | TGFb inhibitor | A549 tox | pAkt inh | CCT chaperon mod | Mm-Cpn inhibitor
O=S1(=O)CCN2C=C(Br)C=C(Br)C2=N1 | 2% | nt | -0.9% | 11% | 45%[activator] | 14% | i | -0.8 | 0%
CCCc1cc(=O)[nH]c(SCC(=O)Nc2ccc(Cl)c(S(=O)(=O)N3CCOCC3)c2)n1 | 10% | 2% | 0.4% | -3% | 5% | -1% | i | 0.9 | -2%

# The list goes on:
SMILES,EPAC2 ag,Nrf2 block,Nrf2 ARE act,EPAC2 antagonist,TGFb inhibitor,A549 tox,pAkt inh,CCT chaperon mod,Mm-Cpn inhibitor
CCn1c(CC(=O)Nc2cccc(Cl)c2Cl)nnc1SCCOc1ccc(OC)cc1,7%,-14%,0.7%,-1%,-3%,-15%,i,1.8,0%
Cc1ccccc1CC(=O)c1ccc(O)c(C)c1O,1%,-4%,-0.6%,-24%,?,3%,i,1.1,1%
C=CCOc1ccc(/C=N/Nc2ccccn2)cc1OC,-1%,?,23%,-11%,-23%,2%,i,1.8,1%
CSc1nnc(-c2cccn(Cc3cccc(Cl)c3)c2=O)o1,1%,-15%,-0.8%,0%,-12%,8%,i,-0.6,1%
O=C(NCCOc1ccccc1)c1cccc(S(=O)(=O)N2CCN(Cc3ccccc3)CC2)c1,5%,nt,0.0%,-13%,?,nt,i,1.6,nt
CC(C)CNC(=O)C1CC(=O)OC12CCCCC2 (configuration not stated),0%,-7%,-0.8%,-20%[57.1 µM],1%,-8%,i,-1.2,1%
Nc1ccc(Sc2ccccc2Cl)nc1,12%,-3%,-1.7%,-7%,22%,-14%,i,-4.9,nt
Cc1ccc(-c2cc(C(F)F)n3ncc(C(=O)NCc4ccco4)c3n2)cc1,0%,-2%,2.7%,14%,11%,-1%,i,0.7,-3%
O=C(Cn1nc(-c2ccccc2)c2cnc3ccccc3c21)Nc1ccccc1,nt,-2%[9.27 µM],0.3%,nt,15%,3%,nt,nt,nt
COc1ccccc1CNC(=O)C1CC2Cn3c(nc4cc5ccccc5cc43)C2N1C (configuration not stated),3%,19%,-0.3%,5%,-17%,-2%,i,-2.4,-3%
Cc1cc(/C=N/n2cnnc2)c(C)n1-c1ccc2c(c1)OCO2,11%,3%,0.4%,1%,4%,-3%,i,0.0,0%
CCOC(=O)C1=C(C)N=C2SC(C(=O)OC)=CC(=O)N2C1c1cc(OC)c(OC)c(OC)c1 (configuration not stated),2%,5%,-0.4%,-2%,-33%,-2%,i,-3.7,1%
COc1ccc(CCN2C(=O)CC(N3CCN(S(=O)(=O)c4ccccc4)CC3)C2=O)cc1 (configuration not stated),5%,nt,-0.3%,15%,12%,10%,i,0.3,2%
Cc1ccc(-n2nnnc2SCC(=O)N2CCCCC2)cc1,1%,16%,0.8%,7%,-1%,-3%,i,-2.2,0%
COc1ccc(S(=O)(=O)N2CCN(C(=O)c3oc4ccccc4c3C)CC2)cc1,2%,-14%,5.8%,3%,3%,-6%,i,-0.7,-8%
O=C(CCN1CCOCC1)Nc1ccccc1,5%,20%,0.0%,6%,-2%,4%,i,-2.9,1%
CC#CCN1C=C(C(=O)OCC)C(C)N(Cc2ccc(Br)cc2)S1(=O)=O (configuration not stated),6%,1%,7.3%,5%,?,16%,i,-0.5,1%
CCOc1ccccc1NC(=O)NC1(C(=O)NCc2cccnc2)CCCCC1,-3%,-21%,0.1%,16%,2%,-14%,i,0.7,0%

# 6 neighbouring compounds from above:
SMILES,EPAC2 ag,Nrf2 block,Nrf2 ARE act,EPAC2 antagonist,TGFb inhibitor,A549 tox,pAkt inh,CCT chaperon mod,Mm-Cpn inhibitor
CCn1c(CC(=O)Nc2cccc(Cl)c2Cl)nnc1SCCOc1ccc(OC)cc1,7%,-14%,0.7%,-1%,-3%,-15%,i,1.8,0%
Cc1ccccc1CC(=O)c1ccc(O)c(C)c1O,1%,-4%,-0.6%,-24%,?,3%,i,1.1,1%
C=CCOc1ccc(/C=N/Nc2ccccn2)cc1OC,-1%,?,23%,-11%,-23%,2%,i,1.8,1%
CSc1nnc(-c2cccn(Cc3cccc(Cl)c3)c2=O)o1,1%,-15%,-0.8%,0%,-12%,8%,i,-0.6,1%
O=C(NCCOc1ccccc1)c1cccc(S(=O)(=O)N2CCN(Cc3ccccc3)CC2)c1,5%,nt,0.0%,-13%,?,nt,i,1.6,nt
CC(C)CNC(=O)C1CC(=O)OC12CCCCC2 (configuration not stated),0%,-7%,-0.8%,-20%[57.1 µM],1%,-8%,i,-1.2,1%

# Of the compounds above, these contain an NH in an aromatic ring.
SMILES,EPAC2 ag,Nrf2 block,Nrf2 ARE act,EPAC2 antagonist,TGFb inhibitor,A549 tox,pAkt inh,CCT chaperon mod,Mm-Cpn inhibitor
CCCc1cc(=O)[nH]c(SCC(=O)Nc2ccc(Cl)c(S(=O)(=O)N3CCOCC3)c2)n1,10%,2%,0.4%,-3%,5%,-1%,i,0.9,-2%
FC(F)(F)c1nc2cc3nc4ccccc4[nH]c3cc2n1,0%,?,8.2%,2%,-26%,?,i,0.4,?
